Tau fil binding: binds recombinant human tau filaments; P10636; recombinant tau filaments, thioflavin S fluorescence, 15 h; filaments grown with octadecylsulfate alongside compound; Potency, µM (titrated, usually from 57.1 µM), inactives show top-dose activity change, negative = inhibition; actives 2% (n = 71,000);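 also: potency is read from the fitted curve at half-maximal effect; % is scaled to controls: 0 for no effect and ±100 for the full control effect; actives lower thioflavin S fluorescence by blocking filaments or displacing dye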
Target sequence (P10636 whole entry, looked up): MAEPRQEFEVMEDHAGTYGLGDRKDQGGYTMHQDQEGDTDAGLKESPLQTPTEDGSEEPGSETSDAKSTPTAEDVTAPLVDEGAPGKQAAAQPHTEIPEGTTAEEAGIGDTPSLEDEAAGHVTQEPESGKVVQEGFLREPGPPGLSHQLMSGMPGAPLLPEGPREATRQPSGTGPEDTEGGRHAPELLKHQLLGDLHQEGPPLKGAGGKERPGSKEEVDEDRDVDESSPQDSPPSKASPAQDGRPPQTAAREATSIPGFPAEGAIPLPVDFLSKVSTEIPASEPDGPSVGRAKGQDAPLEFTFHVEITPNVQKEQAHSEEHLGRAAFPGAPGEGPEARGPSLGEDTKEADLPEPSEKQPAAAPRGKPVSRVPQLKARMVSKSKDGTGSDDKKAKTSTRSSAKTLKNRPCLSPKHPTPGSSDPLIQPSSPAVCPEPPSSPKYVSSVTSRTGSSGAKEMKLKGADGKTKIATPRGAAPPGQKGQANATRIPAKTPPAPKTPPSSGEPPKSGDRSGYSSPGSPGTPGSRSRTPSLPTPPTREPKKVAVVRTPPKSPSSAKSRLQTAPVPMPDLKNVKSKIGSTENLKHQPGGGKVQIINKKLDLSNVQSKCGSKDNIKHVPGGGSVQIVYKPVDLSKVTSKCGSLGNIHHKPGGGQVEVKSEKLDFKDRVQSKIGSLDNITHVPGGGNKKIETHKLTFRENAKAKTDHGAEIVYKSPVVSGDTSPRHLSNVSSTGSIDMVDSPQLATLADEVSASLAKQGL
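Tau 2 uM in ThS buffer dispensed; compound added; 60 uM ODS added (finals 1 uM tau, 30 uM ODS); 15 h 37 C; fluor ex450/em510.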
ERK AVP inh: blocks ERK signaling stimulated by vasopressin; HEK293-V1b, vasopressin-stimulated pERK AlphaScreen; Potency, µM (titrated, usually from 57.5 µM), for the others: at the highest dose activity, negative = inhibition, hits mostly inhibitors; actives 0.99% (n = 72,000); AID 995; also: potency is read from the fitted curve at half-maximal effect; % is scaled to controls: 0 for no effect and ±100 for the full control effect; nearly all actives have a fitted effect of over 55% in size
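V1b-HEK293 cells; cpd 30 min 37C; 25 nM vasopressin 5 min; lyse 10 min; AlphaScreen beads 5 hr RT. Normalized to DMSO basal and 25 nM vasopressin; AC50 by Hill fit.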
Luciferase inh: firefly luciferase inhibition; Potency, µM (highest dose often 57.1 µM), for the others: top-dose activity change, negative = inhibition, usual class: inhibitors; P08659; purified firefly luciferase, luminescence, 8 min; actives 2.2% (n = 72,000); also: potency is read from the fitted curve at half-maximal effect; % is scaled to controls: 0 for no effect and ±100 for the full control effect; nearly all actives have a fitted effect of over 40% in size
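qHTS concentration-response profiling: light output of P. pyralis luciferase with luciferin and 10 uM ATP, imidazole buffer pH 7.2. Read by luminescence after 8-min room-temperature incubation.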
HEK293 cAMP ctrl: counter-screen for TSHR agonists: cAMP increase in parental HEK293. actives 2.5% (n = 73,000). Potency, µM (doses to about 57.1 µM), for the others: at the top dose activation, actives largely listed as activators. parental HEK293 CNG cAMP sensor, membrane potential fluorescence. AID 938; also: potency is read from the fitted curve at half-maximal effect; % of control where 0% means no effect; nearly all actives have a fitted effect of over 55% in size
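Parental HEK 293 cells stably expressing a cAMP-gated CNG channel were loaded with membrane potential dye containing 100 uM RO 20-1724 for 60 min. Compound added for 30 min; depolarization read as fluorescence intensity at 590 nm.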
Rhodamine fluor: compound fluoresces in the rhodamine spectral region; Rhodamine-region fluorescence, 547/598 nm, Tris buffer; stronger effect = higher value; max dye-equivalent concentration, M; actives 0.05% (n = 59,000); AID 594; in the data active = max dye-equivalent concentration above about 11 nM; inconclusive = between about 1.1 nM and that limit
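qHTS spectral profiling of compounds without any target or enzyme present, in pH 8.0 Tris buffer; plates were read after a 15-minute room-temperature incubation using the rhodamine-region filter set.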
Texas Red fluor: compounds fluorescent in Texas Red spectral region; Compound fluorescence, Texas Red channel, 547/618 nm; stronger effect = higher value; max dye-equivalent concentration, M; actives 0.06% (n = 59,000); AID 587; in the data active = max dye-equivalent concentration above about 10 nM; inconclusive = between about 1.1 nM and that limit
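Pin-transferred compounds and Texas Red standards go into 100 mM Tris buffer, pH 8.0. After 15 min at room temperature, plates are imaged with 547/618 nm filters. Each value is a dye-equivalent concentration derived from the per-plate dye curve.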
HADH2 inhib: HADH2 (human) dehydrogenase inhibition; Q99714; recombinant HADH2, NADH fluorescence, beta-hydroxybutyryl-CoA; Potency, µM (highest dose often 57.1 µM), without a hit: at the top dose activity change, negative = inhibition, usual class: inhibitors; actives 3.4% (n = 73,000); also: potency is read from the fitted curve at half-maximal effect; % is scaled to controls: 0 for no effect and ±100 for the full control effect; nearly all actives have a fitted effect of over 60% in size; many of its hits are not listed in these tables
Target sequence (Q99714 whole entry, looked up, one chain of several): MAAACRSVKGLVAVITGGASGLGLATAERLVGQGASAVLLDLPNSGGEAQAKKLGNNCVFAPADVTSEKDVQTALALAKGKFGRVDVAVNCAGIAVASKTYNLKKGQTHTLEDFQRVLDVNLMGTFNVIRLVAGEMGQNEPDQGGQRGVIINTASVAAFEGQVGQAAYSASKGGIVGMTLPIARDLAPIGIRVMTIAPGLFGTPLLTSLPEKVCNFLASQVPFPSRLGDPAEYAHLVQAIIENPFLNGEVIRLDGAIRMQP
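Read-out: 360 nm excitation, 450 nm emission, kinetic over 4 min. Conditions: His-tagged human HADH2 20 nM, pH 9.0 Tris with Tween-20, 1 mM NAD+, 90 uM beta-hydroxybutyryl-CoA.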
Caspase-1 inhib: allosteric or competitive inhibitors of human caspase-1 | AID 900 | Caspase-1 enzyme, Ac-WEHD-AFC fluorogenic rate | actives 0.03% (n = 75,000) | Potency, µM (series often up to 57.5 µM), for the others: at the top dose activity change, negative = inhibition, most hits filed as inhibitors;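 also: potency is read from the fitted curve at half-maximal effect; plate controls were vehicle for no effect and no substrate for full effect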
Casp7 inh: allosteric or competitive inhibitors of human caspase-7. recombinant caspase-7, Ac-DEVD-AFC fluorescence rate. Potency, µM (top dose mostly 57.5 µM), without a hit: at the highest dose activity change, negative = inhibition, usual class: inhibitors. actives 0.02% (n = 75,000); active = well fitted inhibition curve with a large enough effect in the main read-out, with a control signal flat, not every such curve was filed as active; inconclusive = small, poorly fitted or top-dose-only effect, or a change in a side signal; also: potency is read from the fitted curve at half-maximal effect; % of control where 0% means no effect
Fluorescein fluor: compound autofluorescence in fluorescein spectral region. AID 593. actives 0.91% (n = 59,000). Compound autofluorescence, 480/540 nm, fluorescein-equivalent; stronger effect = higher value. max fluorescein-equivalent concentration, M; in the data active = max fluorescein-equivalent concentration above about 10 nM; inconclusive = between about 1.1 nM and that limit
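Compounds were pin-transferred into 100 mM Tris buffer, pH 8.0, and incubated 15 min at room temperature. Fluorescence was read at 480 nm excitation/540 nm emission. Signals were normalized to an on-plate six-point fluorescein standard curve as dye-equivalent concentration.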
USP2a inhib: USP2a (human) protease inhibition. USP2a enzymatic assay, qHTS inhibition. Potency, µM (highest dose often 38.3 µM), without a hit: at the highest dose activity change, negative = inhibition, most hits filed as inhibitors. actives 0.1% (n = 60,000). AID 927;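 also: potency is read from the fitted curve at half-maximal effect; nearly all actives have a fitted effect of over 60% in size; plate controls were DMSO for no effect and NEM full inhibition control for full effect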
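Coupled readout: USP2-cleaved Ub-PLA2 (20nM final) turns over NBD C6-HPC (20uM final), Ex 460nm/Em 535nm after 2.5 h, time-zero read flagging artifacts. Enzyme (20nM final, pH 8.0 Tris) given 30 min RT with compound first; NEM defines full inhibition.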
The depositor's hits bear a star; i = inactive; ? = inconclusive; / = no result given; [ ] = another dose, or the depositor's remark. Unless noted, calls follow the shape of the dose curve; as a rule, active = well fitted curve in the direction sought with a large enough effect; inconclusive = small, poorly fitted or top-dose-only effect, or another doubt; inactive = no such curve, though single readings can be large; an effect the other way counts as inactive or inconclusive.

smiles	ERK AVP inh	Rhodamine fluor	USP2a inhib	HEK293 cAMP ctrl	Luciferase inh	Tau fil binding	Texas Red fluor	HADH2 inhib	Caspase-1 inhib	Casp7 inh	Fluorescein fluor
Cc1ccc(NC(=O)c2ccc(F)c(S(=O)(=O)N3CCOCC3)c2)cc1F	?	i	24%	37%	-3%	0%	i	4%	-4%	-1%	i
CN(CC[C@@H](Oc1ccc(-c2ccccc2)cc1)c1ccc(F)cc1)CC(=O)O	0%	/	/	-5%	-1%	31%	/	6%	-3%	-2%	/
Cc1cc(C)c(NC(=O)CN2CCN(C)CC2)c(C)c1	1%	/	/	5%	-4%	0%	/	0%	-2%	0%	/
COc1ccc(NC(=O)N2CCCC3(CCN(C(=O)c4cccc(F)c4)CC3)C2)cc1	2%	i	42%[activator]	8%	1%[11.4 µM]	3%	i	6%	-1%	-1%	?
COC(=O)c1cccc(S(=O)(=O)N2CCN(c3nc4ccccc4s3)CC2)c1	-6%	i	-3%	24%	-1%	4%	i	0%	-1%	-1%	i
O=C(CCNc1ccc(F)c(Cl)c1)c1ccco1	1%	/	0%[7.66 µM]	?	-1%	-6%[11.4 µM]	/	-5%[11.4 µM]	0%	0%	/
O=C(Nc1nnc(CCN2CCCCC2)s1)C1CCCCC1	-8%	i	5%	-4%	-12%	7%	?	5%	-10%	-8%	i
O=C(NCc1ccco1)c1cc(-c2cccc(Cl)c2)on1	-2%	i	3%	10%	-1%	7%	i	9%	-1%	-1%	i

Structural class, the entries above containing a furan ring, fused or not (2)
smiles	ERK AVP inh	Rhodamine fluor	USP2a inhib	HEK293 cAMP ctrl	Luciferase inh	Tau fil binding	Texas Red fluor	HADH2 inhib	Caspase-1 inhib	Casp7 inh	Fluorescein fluor
O=C(CCNc1ccc(F)c(Cl)c1)c1ccco1	1%	/	0%[7.66 µM]	?	-1%	-6%[11.4 µM]	/	-5%[11.4 µM]	0%	0%	/
O=C(NCc1ccco1)c1cc(-c2cccc(Cl)c2)on1	-2%	i	3%	10%	-1%	7%	i	9%	-1%	-1%	i

The listing continues.
smiles	ERK AVP inh	Rhodamine fluor	USP2a inhib	HEK293 cAMP ctrl	Luciferase inh	Tau fil binding	Texas Red fluor	HADH2 inhib	Caspase-1 inhib	Casp7 inh	Fluorescein fluor
O=C(CSc1ncnc2c1oc1ccccc12)OCc1ccccc1	13%	i	-3%	?	-2%	11%	i	-9%	-5%	-2%	i
Cc1ccc2c(c1)c1c3n2CCN(C(=O)C2CC2)C3CCC1 (configuration not stated)	?	/	/	?	-13%	25%	/	?	-9%	-15%	/
CC(C)(C)C1=C(C#N)C(c2cc3c(cc2Br)OCO3)C(C#N)=C(N)O1 (configuration not stated)	-19%	i	9%	?	3%	-2%	i	-8%	-2%	-5%	?
CCOC(=O)N(C)c1ccc(C(O)(C(F)(F)F)C(F)(F)F)cc1	-4%	i	5%	4%	0%	0%	i	-7%	-2%	0%	i
CC(NC(=O)CNC(=O)OCc1ccccc1)C(=O)N1CC(O)CC1C(=O)OCc1ccccc1 (configuration not stated)	-17%	i	18%	12%	1%	-7%	i	9%	-8%	0%	i
Cc1cccc(-c2c3c(=O)n(C)c(=O)n(C)c3cn2C(C)C)c1	?	i	5%	6%	0%	-19%	i	-9%	-4%	-1%	i
CCCOP(=O)(c1ccc(N(C)C)cc1)C(O)c1cc(OC)c(OC)c(OC)c1 (configuration not stated)	-12%	i	5%	5%	-3%	-2%	i	9%	-3%	-4%	?
CCC(CC)C(=O)Nc1c2c(nn1-c1ccc(OC)cc1)CS(=O)C2 (configuration not stated)	20%	i	-1%	14%	0%	2%	i	2%	-1%	-3%	i
Cc1cc(C(=O)CCC(=O)N2CCN(S(=O)(=O)c3cccs3)CC2)c(C)s1	18%	i	31%[activator]	?	3%	-5%	i	2%	-1%	-1%	?
CC1C=CCC2C(=O)N(c3cccc(C(=O)N4CCCCCC4)c3)C(=O)C12 (configuration not stated)	-8%	i	24%	3%	1%	3%	i	1%	1%	-3%	i
Cc1ccc(SC(C)C(=O)N2CCCC2)cc1 (configuration not stated)	-10%	i	4%	11%	-1%	-15%	i	-1%	0%	-1%	i
CCn1c(=O)cc(SCC(=O)NCCCN2CCN(c3ccc(F)cc3)CC2)c2ccccc21	8%	i	29%	-22%	-1%	12%	?	1%	0%	-1%	i
Cc1cc2c(cc(C(=O)O)n2C)s1	-18%	i	2%	21%	2%	-9%	i	-4%	-2%	-2%	?
CCC(=O)NC(=Nc1nc2ccccc2s1)NC(=O)CC	-14%	i	5%	?	?	-4%	i	-3%	-3%	0%	i
Cn1c(C(=O)OCC(=O)NCc2cccs2)cc2sccc21	-7%	i	14%	21%	0%	93%	i	-9%	2%	0%	i
CCCC(c1nnnn1CCOC)N1CCN(C(=O)c2ccco2)CC1 (configuration not stated)	16%	i	/	4%	1%	0%	i	10%	-2%	2%	i
Nc1nnc(SCc2ccc(F)cc2Cl)s1	-20%	i	7%	-6%	1%	20µM*	i	5%	-4%	-9%	?
O=C1O/C(=C\C(=O)N2CCOCC2)c2ccccc21	-19%	/	-6%	6%	1%	-1%	/	-7%	0%	0%	/
COCCNC(=O)NC(=O)COC(=O)C12CC3CC(CC(NC(C)=O)(C3)C1)C2	11%	i	4%	16%	3%	-6%	?	-5%	2%	-3%	?
CC(C)Oc1cc(O)c2c(=O)c(-c3ccc(O)cc3)coc2c1	-12%	/	/	?	13µM*	34%	/	-8%	-2%	-3%	/
O=c1c(-c2cccc(Cl)c2)nc2cncnc2n1Cc1ccccc1Cl	?	i	98%[activator]	?	-2%[11.4 µM]	6.3µM*	?	8%	-7%	-11%	i
Cc1ccc(-n2c(SCc3cn4ccsc4n3)nc3ccccc3c2=O)cc1	?	i	32%[activator]	?	4%	64%	i	15%	-4%	2%	?
Cc1c(NC(=O)C2CC=CCC2C(=O)O)c(=O)n(-c2ccccc2)n1C (configuration not stated)	-21%	/	0%	8%	2%	-12%	/	0%	-3%	-2%	/
Cc1cc(NC(=O)COC(=O)CSc2nc3cc(Cl)ccc3n2Cc2ccccc2)no1	?	i	27%	9%	0%	187%	i	14%	-5%	-3%	i
Cc1ccc(C(CC(=O)N2CCOCC2)c2ccco2)cc1 (configuration not stated)	-15%	i	6%	-1%	2%	13%	i	-9%	-3%	-1%	i
COc1cc(C2NC(=O)NC(C)=C2C(=O)OCC2CCCO2)ccc1O (configuration not stated)	5%	/	2%	-15%	-1%	10%	/	0%	2%	0%	/
C[C@]1(C(=O)NCC2CC2)C=C[C@@H](Cc2ccccc2)N1C(=O)c1ccccc1	15%	/	/	?	/	-4%	/	-9%	4%	1%	/
COc1ccc(-c2nnc(SCC(=O)c3ccc(C)o3)o2)cc1	-25%	i	7%	22%	-1%	30%	i	-15%	1%	0%	i
O=C(Nc1cccc(F)c1)C1CCN(C(=O)Cc2ccccc2)CC1	-21%	/	-8%	-5%	-9%	-5%	/	-2%	1%	0%	/
COc1ccc(N2C(=O)CC(NCc3cccs3)C2=O)cc1 (configuration not stated)	7%	i	-4%	2%	3%	8%	i	6%	-2%	0%	i
CN(CCCNC(=O)c1cccc(N2CCCC2=O)c1)c1ccccc1	4%	i	-14%	2%	-3%	-11%	i	4%	0%	2%	i
Cc1csc(NC(=O)CCNS(=O)(=O)c2ccc3c(c2)c(=O)n(C)c(=O)n3C)n1	?	i	-2%	6%	5%	-4%	i	-3%	0%	-1%	i
CC(C)N=C(NC#N)SCc1ccccc1F	2%	i	5%	4%	2%	-6%	i	11%	1%	0%	i
O=C(c1cc(-c2cccc(O)c2)on1)N1CCCCC1	?	/	/	?	16µM*	3%	/	-7%	-2%	-1%	/
CCCCCCCCCCCCCCCC(=O)NC[C@@H](COP(=O)([O-])OCC[N+](C)(C)C)OCC	?	i	24%	20%	3%	176%	i	28%	1%	4%	i
COc1cc(-c2nnc3sc(Cc4ccccc4)nn23)cc(OC)c1OC	-7%	i	36%[activator]	-8%	-1%	13%	i	?	-1%	0%	i
CNc1oc(C)nc1S(=O)(=O)c1ccccc1	14%	/	-8%	6%	2%	2%	/	0%	-1%	3%	/
COc1ccc(C(c2nnnn2Cc2ccc(F)cc2)N2CCN(c3ccccc3)CC2)cc1 (configuration not stated)	-12%	i	18%	29%	0%	-2%	?	0%	1%	-2%	?
CCCC(=O)NC(C)c1nc2ccccc2n1CC (configuration not stated)	/	/	/	3%	2%	-6%	/	2%	-2%	1%	/
Cc1ccnc(NC(=O)CSc2cc(=O)n(C)c3ccccc23)c1	-3%	i	18%	0%	1%	30%	i	4%	2%	0%	i
CCOc1cc2c3c(c1)C1(OCCO1)C(=O)N3C(C)(C)CC2C (configuration not stated)	16%	i	-5%	5%	2%	-4%	i	17%	1%	-3%	i
COc1ccc(N2CC(C(=O)OCC(=O)c3cccc(OC)c3)CC2=O)cc1 (configuration not stated)	25%	i	9%	15%	0%	-11%	i	14%	0%	1%	i

The list is partial (hit frequency here may not be typical).
